# Bioassay records: PubChem BioAssay, Southern Research Specialized Biocontainment Screening Center
# Salmonella PhoP GFP: PhoP regulon inhibitors, Salmonella typhi PhoP promoter GFP reporter, confirmatory (AID 1850); hit rate 0.33% among 310,000; inhibition, % at 50 µM, or IC50 in µM where a hit was titrated; Salmonella Typhi PhoP-promoter GFP reporter, fluorescence, 4 h; higher % means a stronger effect; in the data active means a potency from the dose series; inconclusive means inhibition mostly from about 25% at the one dose, without a potency; inactive means the rest, 99 in 100 with inhibition below about 19%;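 further: 0% = induced wells with vehicle and 100% = uninduced wells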
# VEEV TC-83 Vero: inhibitors of VEEV TC-83 cytopathic effect, confirmation, Vero cells (AID 588727). Vero cells, VEEV TC-83 cytopathic effect inhibition; higher % means a stronger effect. inhibition, % at 20 µM; hits with a dose series show IC50 in µM. hit rate 0.13% among 350,000; in the data active means a potency from the dose series; inconclusive means inhibition mostly from about 14% at the one dose, without a potency; inactive means the rest, 99 in 100 with inhibition below about 12%; further: strong numbers were not always called active
# M. tuberculosis: growth inhibition of non-replicating M. tuberculosis (AID 488890); inhibition, % at 25 µM, or IC50 in µM where a hit was titrated; Mycobacterium tuberculosis non-replicating, growth inhibition; higher % means a stronger effect; hit rate 0.39% among 320,000; in the data active means a potency from the dose series; inconclusive means inhibition mostly from about 82% at the one dose, without a potency; inactive means the rest, 99 in 100 with inhibition below about 76%;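 further: plate controls were DMSO cells for no effect and high antibiotic wells for full effect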
# M. tuberculosis HTS: M. tuberculosis growth inhibition, HTS (AID 449762) | M. tuberculosis H37Rv growth inhibition, 7H9 media; higher % means a stronger effect | inhibition, % at 25 µM, or IC50 in µM where a hit was titrated | hit rate 0.59% among 330,000; in the data active means a potency from the dose series; inconclusive means inhibition above about 70% without an active follow-up result;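 further: bacterial growth assessed after seven days of incubation; strong numbers were not always called active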
# influenza NS1A: H1N1 influenza NS1A inhibitors, functional cell based assay (AID 504329); NS1A functional cell-based assay, percent inhibition; higher % means a stronger effect; inhibition, % at 12.5 µM, or IC50 in µM where a hit was titrated; hit rate 0.3% among 340,000; in the data active means a potency from the dose series; inconclusive means inhibition above about 27% without an active follow-up result; further: strong numbers were not always called active
# VEEV TC-83 Vero 10K pilot screen: further read-out of VEEV TC-83 Vero, marked with its call; inhibition, %; measured here: 10K pilot screen inhibition
# Starred values were filed as active, the others as inactive; i = inactive; ? = inconclusive; / = not tested or not shown. Rows were taken by chance. Share with any hit: about 1.5%.
SMILES,Salmonella PhoP GFP,VEEV TC-83 Vero,M. tuberculosis,M. tuberculosis HTS,influenza NS1A,others
CCCN1CCN(C(c2cc3cc(OCC)ccc3[nH]c2=O)c2nnnn2C2CCCCC2)CC1 (centres undefined),3%,i,-10%,-4%,1%,
CC(C)(C)NC(=O)NC(=O)COC(=O)CCC1CCCCC1,12%,3.7%,44%,-1%,5%,VEEV TC-83 Vero 10K pilot screen=0.1
CN(Cc1cccc(Cl)c1Cl)C(=O)c1ccc(NC(=O)CC#N)cc1,-6%,2.0%,33%,4%,4%,
COc1ccc(-c2nnc(SCC(=O)Nc3ncc(C)s3)n2-c2ccccc2)cc1OC,2%,10%,16%,8%,10%,
COc1cccc(-n2c(C)nc3c(cnn3-c3ccc(C)cc3)c2=O)c1,5%,i,-20%,1%,26%,
Cc1cccc(N2N=C(C(=O)Nc3ccc(Cl)c(S(=O)(=O)N4CCOCC4)c3)CCC2=O)c1,/,5.1%,-8%,-1%,6%,
COc1cccc(OCc2cc(C(=O)N(C)Cc3nc(C)cs3)no2)c1,-3%,7.2%,64%,11%,-4%,
COCCNC(=O)c1c(N)n(-c2cccc(C)c2)c2nc3ccccc3nc12,-5%,7.1%,26%,1%,-29%,
Cc1[nH]nc2c1C(c1ccsc1)C(C#N)=C(N)O2 (centres undefined),4%,1.5%,2%,2%,-1%,VEEV TC-83 Vero 10K pilot screen=1.9
C[C@H](CO)N1C[C@H](C)[C@@H](CN(C)Cc2ccccc2)Oc2ccc(NC(=O)Cn3cnnn3)cc2C1=O,/,i,4%,-1%,-18%,
O=C(CCCC1=NS(=O)(=O)c2ccccc2N1)N1CCN(c2ccc(Cl)cc2)CC1,/,7.7%,/,0%,35%,
COc1ccc(NC(C)=O)cc1NC(=O)C1CCCN1C(=O)c1cccs1 (centres undefined),/,6.4%,/,/,-8%,
C[C@H](CO)N1C[C@H](C)[C@@H](CN(C)C(=O)NC2CCCCC2)Oc2ccc(NC(=O)Nc3ccccc3)cc2C1=O,/,0.3%,38%,3%,4%,VEEV TC-83 Vero 10K pilot screen=0.5
Fc1ccc(CO/N=C2\CCCc3nonc32)cc1,-17%,i,9%,4%,-2%,
O=C(Nc1ccccc1SCC1CSc2nc3ccccc3c(=O)n21)c1cccc(Cl)c1 (centres undefined),-13%,15µM*,17%,-9%,-8%,
O=C(OC1CCOC1=O)c1ccc(Cl)c(S(=O)(=O)N2CCCCC2)c1 (centres undefined),2%,0.2%,-16%,-6%,-3%,
CC(OC(=O)Cn1cnc2ccccc2c1=O)C(=O)N(C)c1ccccc1 (centres undefined),-2%,1.9%,2%,3%,-12%,
O=S(=O)(c1ccccc1F)N1CCN(Cc2cc3c(cc2O)OCO3)CC1,/,0.7%,15%,-4%,3%,
C=CCc1cccc(/C=N/NC(=O)CCCNc2ccc(C)cc2)c1O,15%,13%,64%,0%,-1%,
CC(=O)c1cccc(N(C(=O)CNC(=O)c2ccco2)C(C(=O)NC2CCCC2)c2ccncc2)c1 (centres undefined),14%,i,1%,6%,3%,
O=C(NC(=S)N1CCCCC1CO)c1cccs1 (centres undefined),/,i,42%,-7%,-5%,
COc1ccc(NC(=O)[C@@H](NS(=O)(=O)c2cccc(Cl)c2)C(C)C)cc1S(=O)(=O)N1CCOCC1,/,1.8%,18%,2%,-4%,
CC(=O)C1=C(c2ccccc2)NC(=O)NC1c1ccccc1OCC(=O)Nc1ccccc1 (centres undefined),1%,7.5%,-2%,1%,2%,
COC(=O)c1sccc1NC(=O)c1c(C)c(-c2cccc(Cl)c2)nc2ccccc12,-1%,0.5%,17%,0%,-9%,
CC(=O)N(C1=NCCCS1)c1ccccc1Cl,-6%,i,11%,-6%,4%,
CCOc1ccc2oc(=O)cc(CN3CCOCC3)c2c1,4%,1.0%,-2%,5%,-2%,
CCCCCCCC(=O)NNC(=O)c1c(O)c2ccccc2n(CC)c1=O,-16%,0.3%,-10%,29%,2%,
COc1ccc(-c2oc3ncn(Cc4ccco4)c(=N)c3c2-c2ccc(OC)cc2)cc1,-2%,2.2%,34%,?,8%,
CN(C)c1ccc(S(=O)(=O)NCC(=O)OCC(=O)c2ccc[nH]2)cc1[N+](=O)[O-],/,0.6%,-1%,-14%,-4%,
COc1ccc(CCN2CC(C(=O)OCC(=O)NC(C)c3cccc(Cl)c3)CC2=O)cc1OC (centres undefined),/,i,27%,5%,-3%,

# Part of the list above in order of count of non-hydrogen atoms, low to high.
SMILES,Salmonella PhoP GFP,VEEV TC-83 Vero,M. tuberculosis,M. tuberculosis HTS,influenza NS1A,others
CC(=O)N(C1=NCCCS1)c1ccccc1Cl,-6%,i,11%,-6%,4%,
CCOc1ccc2oc(=O)cc(CN3CCOCC3)c2c1,4%,1.0%,-2%,5%,-2%,
CN(C)c1ccc(S(=O)(=O)NCC(=O)OCC(=O)c2ccc[nH]2)cc1[N+](=O)[O-],/,0.6%,-1%,-14%,-4%,
COC(=O)c1sccc1NC(=O)c1c(C)c(-c2cccc(Cl)c2)nc2ccccc12,-1%,0.5%,17%,0%,-9%,

# (cont.)
SMILES,Salmonella PhoP GFP,VEEV TC-83 Vero,M. tuberculosis,M. tuberculosis HTS,influenza NS1A,others
Cn1cc([N+](=O)[O-])c(C(=O)N/N=C\c2c[nH]c3ccccc23)n1,-10%,i,7%,0%,-4%,
Cc1cc(S(=O)(=O)N2CCCOC2CNC(=O)C(=O)NCc2cccs2)ccc1F (centres undefined),-11%,4.8%,-5%,-1%,-6%,
COc1cnn(-c2ccccc2)c(=O)c1OC,-3%,i,0%,0%,0%,
COCC(=O)N(CCc1ccc(OC)cc1)Cc1nc2ccccc2c(=O)[nH]1,0%,0.8%,26%,8%,-2%,
CCc1nnc(NS(=O)(=O)c2ccc(NC(=S)NC(=O)c3ccc(OC)c(OC)c3)cc2)s1,10%,1.3%,47%,4%,0%,
CCN(Cc1ccccc1)C(=O)C1CCN(Cc2sccc2C)CC1,7%,1.2%,13%,1%,-3%,
COc1ccc(CC(NC(C)=O)C(=O)NC2CCN(c3nnnn3-c3ccccc3)CC2)cc1 (centres undefined),14%,2.4%,-9%,-8%,1%,
O=C(O)c1cccc(Nc2nc(Nc3ccccc3)nc(N3CCCC3)n2)c1,8%,7.5%,0%,13%,2%,
COc1ccc(N(CC(=O)Nc2c(C)n(C)n(-c3ccccc3)c2=O)S(=O)(=O)c2ccc(F)cc2)cc1,-3%,i,9%,4%,-8%,
O=C1CC(C(=O)N2CCCc3ccccc32)CN1c1ccc(Cl)cc1 (centres undefined),0%,3.6%,21%,-2%,4%,
CC(C)(C)c1cc(OC(=O)c2ccccc2F)ccc1O,-1%,3.4%,43%,59%,-2%,
O=C(NCc1cccnc1)c1ccc2c(c1)C(=O)N(Cc1ccccc1)C2=O,-6%,0.9%,-4%,-7%,10%,
O=C(Nc1ccc(Cl)c(Cl)c1)Nc1nnc(-c2ccncc2)s1,-6%,1.3%,69%,-10%,-7%,
CC(C)CNC(=O)NC1(C(F)(F)F)Oc2ccccc2O1,-2%,i,-8%,-3%,5%,
CCOc1ccc(C(=O)CCCC(=O)c2ccc(OCC)cc2)cc1,-7%,0.4%,79%,-4%,20%,
Cc1nc(NC(=O)COC(=O)C2CC3CCCC(C2)C3=O)c(Cl)cc1Cl (centres undefined),/,0.1%,12%,-7%,1%,
COc1ccccc1-n1cc(-c2ccccc2)[nH]c1=S,0%,1.5%,-9%,5%,-25%,
O=C(O)C1C2CCC(O2)C1C(=O)Nc1ccc(F)c(Cl)c1 (centres undefined),4%,0.8%,-18%,-8%,-3%,
Cc1ccsc1CN(C(=O)c1ccccc1)C1CCS(=O)(=O)C1 (centres undefined),-13%,2.9%,-7%,-7%,-10%,
O=C(CNS(=O)(=O)c1ccc(Br)s1)NCCc1ccc(Cl)cc1,-18%,0.1%,-8%,6%,12%,
CSCC[C@H](NC(=O)OC(C)(C)C)c1nnc(SCC(=O)N(C)C)o1,-2%,1.7%,-6%,-6%,3%,
COC(=O)CN(c1ccc(C)cc1)S(=O)(=O)c1ccc(F)cc1,5%,0.6%,3%,14%,0%,
CCCCN1CC(C(=O)NCc2ccc(C)cc2)CC1=O (centres undefined),-1%,0.6%,8%,-2%,0%,
CC(C)(C)NC(=O)CCN(/N=C/c1ccccc1)C1=NS(=O)(=O)c2ccccc21,5%,8.1%,5%,2%,19%,
CCCCN(CC)C(=O)Cc1ccc(Br)cc1,0%,i,39%,-1%,-4%,
CC1(CCC(=O)N2CCCC(Nc3ccc(F)cc3)C2)CC1 (centres undefined),0%,i,54%,-2%,10%,
Cc1nn(-c2nnc(C)c(=O)[nH]2)c(C)c1SCC(=O)Nc1ccc(F)cc1,-5%,2.0%,21%,-7%,3%,
Cc1ncc(CO)c(CNc2ccc(Oc3ccccc3)cc2)c1O,10%,i,/,?,-2%,
COc1ccccc1NC(=O)NNC(=O)c1ccncc1,/,10%,/,/,-22%,
CCCCC1(C)OC(=O)C(=Cc2ccc(N(CC)CC)cc2)C(=O)O1 (centres undefined),-20%,1.3%,8%,-6%,5%,
COc1ccc2cc(CCNC(=O)c3ccc(S(=O)(=O)N4CCCC4)cc3)c(=O)[nH]c2c1,-1%,1.4%,-9%,-24%,-2%,
Cc1cccc(C(=O)OCC(=O)Nc2ccc(F)cc2)c1,7%,3.1%,23%,1%,-2%,
Cc1nc2ncnn2c(C)c1Cc1ccccc1Cl,-5%,1.2%,/,-8%,1%,
O=C(Nc1c(-c2ccccc2)nc2ccccn12)c1cccc(F)c1,-9%,i,19%,1%,3%,
Cc1ccc(-c2nc3ccccn3c2NCc2ccc3c(c2)OCO3)cc1,-7%,7.3%,49%,11%,8%,
Cn1cnnc1SCCn1c(N2CCCCC2)nc2c1c(=O)[nH]c(=O)n2C,-3%,0.1%,-7%,-2%,18%,
CCOC(=O)N1CCN(C(=O)c2ccc(-n3c(=S)[nH]c4ccccc4c3=O)cc2)CC1,-3%,0.1%,10%,5%,-7%,
CC1(C)C2CCC1(C)C(SC(=N)N)C2 (centres undefined),/,0.8%,/,/,-12%,
O=[N+]([O-])c1nn(-c2ccc(Cl)cc2)n(O)c1=NCc1ccccc1Cl,4%,2.0%,12%,?,-7%,
O=C(CSc1nnc(NC(=O)C2CC(=O)N(c3ccccc3)C2)s1)NCc1ccco1 (centres undefined),-4%,3.0%,10%,-2%,22%,
O=C(CC1C(=O)NCCN1Cc1ccc(-c2ccccc2)cc1)NCC1CCOCC1 (centres undefined),7%,2.3%,-2%,-13%,-12%,
Cc1ccc(C)c(Cn2nnc3c(=O)[nH]c(C4CCCN(C(=O)c5ccco5)C4)nc32)c1 (centres undefined),6%,5.0%,21%,6%,-2%,
CCn1c(SCc2ccc(Cl)cc2Cl)nc2nc3c(cc2c1=O)CCCC3,0%,6.9%,4%,5%,2%,
Nn1c(COc2cccc(Br)c2)nnc1SCC(=O)N1CCc2ccccc2C1,-1%,1.8%,15%,-6%,1%,
O=C(OCC(=O)N1CCCCCC1)c1ccc(F)cc1F,/,1.8%,/,/,-13%,
CC1CCCCC12NC(=O)N(CC(=O)N1CCN(c3ncccn3)CC1)C2=O (centres undefined),/,0.2%,24%,4%,-1%,
Cc1ccc(S(=O)(=O)N2CCCC(C(=O)NCc3ccco3)C2)cc1Cl (centres undefined),-5%,i,9%,-2%,2%,
Nc1ncc(Br)cc1S(=O)(=O)NCCC(=O)NC1CCCCC1,4%,2.8%,3%,6%,6%,
O=C(c1cnn(-c2cccc(F)c2)c1)c1ccccc1O,-1%,5.2%,3%,1%,-18%,
CN1C(=O)c2ccccc2C(C(=O)O)C1c1cccc([N+](=O)[O-])c1 (centres undefined),5%,1.2%,-17%,-1%,1%,
O=C(NC1CCCCC1)C1CC(=O)N(c2ccccc2)C1 (centres undefined),6%,1.3%,-3%,2%,0%,
CCN(CC(=O)NNC(=O)c1ccccc1)Cc1ccc(OC)c(F)c1,/,5.0%,7%,1%,1%,
COc1cccc(/C=N/NC(=O)CCCC(=O)NC2CCCCC2)c1,-1%,0.8%,2%,-6%,30%,

# Entries listed so far with a cyano group:
SMILES,Salmonella PhoP GFP,VEEV TC-83 Vero,M. tuberculosis,M. tuberculosis HTS,influenza NS1A,others
CN(Cc1cccc(Cl)c1Cl)C(=O)c1ccc(NC(=O)CC#N)cc1,-6%,2.0%,33%,4%,4%,
Cc1[nH]nc2c1C(c1ccsc1)C(C#N)=C(N)O2 (centres undefined),4%,1.5%,2%,2%,-1%,VEEV TC-83 Vero 10K pilot screen=1.9
